Source: PubChem BioAssay (The Scripps Research Institute Molecular Screening Center)
TEAD-YAP inh: TEAD-YAP interaction inhibition, primary screen, TEAD-YAP interaction inhibitor project, luminescence, HEK-TIYL cells. TEAD-Gal4/YAP UAS-luciferase luminescence. inhibition, % at 9.12 µM. 640,000 tested, 1.4% active. AID 1259422, 2018; in the data active = inhibition above about 32%;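 note: 0% = median of test compound wells and 100% = reference inhibitor wells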
FBW7 act: FBW7 E3 ligase activators, primary screen, biochemical, AlphaScreen, human; AlphaScreen FBW7–phospho-cyclin E peptide binding, activator screen; normalized activity (activation), % at 26.1 µM; 650,000 tested, 0.13% active; AID 1259310, 2017; in the data active = normalized activity above about 1.9%;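 note: purified mutant Fbw7 with reduced substrate affinity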
Target sequence (Q969H0 whole entry, looked up): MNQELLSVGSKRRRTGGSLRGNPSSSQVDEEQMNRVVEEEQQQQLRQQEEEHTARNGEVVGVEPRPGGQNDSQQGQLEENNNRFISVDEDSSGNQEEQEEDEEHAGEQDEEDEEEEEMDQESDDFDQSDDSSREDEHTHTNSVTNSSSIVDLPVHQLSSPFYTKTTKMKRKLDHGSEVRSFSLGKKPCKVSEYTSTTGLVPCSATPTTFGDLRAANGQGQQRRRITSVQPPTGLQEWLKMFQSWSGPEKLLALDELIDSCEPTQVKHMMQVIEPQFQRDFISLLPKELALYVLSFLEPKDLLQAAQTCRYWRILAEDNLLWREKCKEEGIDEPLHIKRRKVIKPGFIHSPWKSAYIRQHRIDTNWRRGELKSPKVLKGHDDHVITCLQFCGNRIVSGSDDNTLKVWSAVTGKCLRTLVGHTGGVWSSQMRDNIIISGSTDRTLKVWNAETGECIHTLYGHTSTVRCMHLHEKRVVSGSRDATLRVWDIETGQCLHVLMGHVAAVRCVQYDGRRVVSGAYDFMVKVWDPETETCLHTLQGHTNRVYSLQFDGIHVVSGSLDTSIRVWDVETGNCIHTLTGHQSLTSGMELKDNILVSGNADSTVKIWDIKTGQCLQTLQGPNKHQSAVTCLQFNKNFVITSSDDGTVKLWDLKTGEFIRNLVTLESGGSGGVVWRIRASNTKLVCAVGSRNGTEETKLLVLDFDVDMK
GPR151 activ: activators of human GPR151, primary screen, cell-based, PathHunter beta-arrestin, luminescence. G-protein coupled receptor 151 (Homo sapiens), Q8TDV0. PathHunter beta-arrestin GPR151 cells. activation, % at 11.2 µM. 650,000 tested, 1% active. AID 1508602, 2020; in the data active = activation above about 4.9%;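 note: 0% = median of compound wells and 100% = cells with positive control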
MITF primary: MITF inhibitors, primary screen, biochemical, AlphaScreen, human | AlphaScreen MITF homodimerization, bead proximity signal | AID 1259374, 2018 | inhibition, % at 2.6 µM | 650,000 tested, 0.91% active | Microphthalmia-associated transcription factor (Homo sapiens), O75030; in the data active = inhibition above about 50%;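 note: 0% = vehicle wells with protein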
An asterisk follows results filed as active.

The first 6 compounds as a preview:
structure	TEAD-YAP inh	FBW7 act	GPR151 activ	MITF primary
CC1(C)Cc2c(C#N)c(OCC(=O)c3ccccc3)nc(-c3ccco3)c2CO1	-3.0	-0.1	0.3	3.2
COc1ccc(N2C(=O)CC(SCC(=O)Nc3cccc(F)c3)C2=O)cc1 (centres undefined)	-1.0	0.3	0.1	7.7
O=C(CCc1nnc(COc2ccccc2)o1)NCc1ccc(Cl)s1	-11.5	-0.1	-1.3	-2.7
CCCNc1nc(-c2cccc(N)c2)nc2c1ncn2Cc1ccc(C(F)(F)F)cc1	3.2	0.0	-0.4	2.2
COc1ccc(CNC2CCCN(c3nc(C)c4ccc(C)cc4n3)CC2)cc1 (centres undefined)	7.7	1.1	-1.6	2.2
COc1ccc2cc3c(N)nn(C(=O)c4ccco4)c3nc2c1	59.3*	0.1	1.3	-0.1

Results, from the start:
structure	TEAD-YAP inh	FBW7 act	GPR151 activ	MITF primary
CC1(C)Cc2c(C#N)c(OCC(=O)c3ccccc3)nc(-c3ccco3)c2CO1	-3.0	-0.1	0.3	3.2
COc1ccc(N2C(=O)CC(SCC(=O)Nc3cccc(F)c3)C2=O)cc1 (centres undefined)	-1.0	0.3	0.1	7.7
O=C(CCc1nnc(COc2ccccc2)o1)NCc1ccc(Cl)s1	-11.5	-0.1	-1.3	-2.7
CCCNc1nc(-c2cccc(N)c2)nc2c1ncn2Cc1ccc(C(F)(F)F)cc1	3.2	0.0	-0.4	2.2
COc1ccc(CNC2CCCN(c3nc(C)c4ccc(C)cc4n3)CC2)cc1 (centres undefined)	7.7	1.1	-1.6	2.2
COc1ccc2cc3c(N)nn(C(=O)c4ccco4)c3nc2c1	59.3*	0.1	1.3	-0.1
CCn1cc(C(=O)N2CCC3(CC2)NC(=O)c2ccccc2O3)c(=O)c2ccc(C)nc21	-4.0	0.0	0.7	-2.1
CSc1ccc(NC(=O)C2CC23CCN(Cc2ccc4c(c2)CCO4)CC3)cc1 (centres undefined)	-3.3	0.0	1.0	12.5
COc1ccc(S(=O)(=O)NCC2CCCN(Cc3cccnc3)C2)cc1 (centres undefined)	10.8	0.0	3.1	6.0
CC(C)CCNC(=O)c1c[nH]c2ccc(S(=O)(=O)N3CC(C)CC(C)C3)cc2c1=O (centres undefined)	4.2	0.4	-0.8	6.7
O=S(=O)(Cc1ccccc1)Cc1ccccc1	-18.9	0.0	0.1	5.5
CN1CCN(C(=O)c2ccc(-c3nc(NCCN4CCOCC4)c4ncn(C5CCCCC5)c4n3)cc2)CC1	6.5	0.1	-0.5	13.6
COc1ccc(C2C(C(C)=O)=C(O)C(=O)N2CCCn2ccnc2)cc1 (centres undefined)	-2.5	-0.1	1.0	13.4
O=C(Cc1cccs1)Nc1nc(-c2ccc(F)cc2F)cs1	-2.4	0.0	1.5	1.5
Cc1ncc2c(c1CNC(=O)c1ccco1)CCN(C(=O)CCc1c[nH]c3ccccc13)C2	6.1	0.0	0.9	-10.0
O=C(/C=C/c1ccccc1)Nc1cc2cc(Br)ccc2oc1=O	-2.0	-0.1	0.7	3.5
CC(=O)Nc1cccc(-c2cnc3c(n2)[nH]c(=O)n3-c2ccc(N3CCOCC3)cc2)c1	-11.7	0.3	0.1	-4.7
CCCCOc1ccc(-c2nc3s/c(=C4\C(=O)N(C)c5ccccc54)c(=O)n3n2)cc1	-2.2	0.4	-0.8	6.2
CC(=O)c1cnc2cc(-c3ccc(C(C)(C)C)cc3)nn2c1C	-64.9	0.4	2.0	-16.3
O=C(CC(=S)c1cccs1)c1ccncc1	-8.4	-0.3	2.9	11.8
O=c1c2sccc2nc(SCc2ccc(OC(F)(F)F)cc2)n1CCc1ccc(Cl)cc1	-3.4	-0.1	-0.5	2.2
CC(C)[C@H](Cn1nnc2ccccc21)NC(=O)c1cccc(N2CCCCS2(=O)=O)c1	10.5	-0.1	0.1	-4.5
COc1ccccc1-n1c(CNC(=O)c2ccccc2C(F)(F)F)nnc1SC	4.9	0.0	0.0	5.2
COc1ccc(-c2nc(C)cc(Nc3ccc(Oc4ccccc4)cc3)n2)cc1	-8.1	0.4	-1.9	20.0
CS(=O)(=O)c1ccc(-n2cc(-c3ccc(C(=O)NCCc4ccccc4)cn3)cn2)cc1	3.9	0.1	-0.8	6.7
COCc1[nH]nc2c1C(c1cccc(Br)c1)C(C#N)=C(N)O2 (centres undefined)	-7.6	-0.1	-0.3	0.0
Cc1cccc(C)c1NC(=O)C(NC(=O)c1cnccn1)c1ccccc1 (centres undefined)	-1.6	0.1	2.4	-9.2
CCc1ccc(NCc2nc3ccccc3c(=O)[nH]2)cc1	21.7	-0.1	0.2	20.4
COc1cccc2sc(Nc3nc4c(s3)CC(C)CC4)nc12 (centres undefined)	-29.8	0.3	-0.2	-10.5
Cc1ccc(O)c(NC(=O)CCCn2cnc([N+](=O)[O-])n2)c1	-2.8	-0.1	-0.3	11.6
O=C(CCc1ccccc1)Nc1cccc(I)c1	-6.5	0.2	-0.6	13.9
CCc1ccc(NC(=O)c2cc(S(=O)(=O)NCCc3ccc(Cl)cc3)ccc2F)cc1	5.1	0.1	2.2	9.2
CC(=O)Nc1cccc(OCC(=O)Nc2ccc(Cl)c(C(F)(F)F)c2)c1	-12.5	-0.1	-0.9	-20.3
COc1ccccc1-c1cc(C(=O)NCc2ccc3c(c2)OCO3)[nH]n1	-12.6	-0.1	3.4	2.7
CC1=C(C(=O)OC2CCCCC2)C(c2ccc(Cl)cc2)n2nnnc2N1 (centres undefined)	8.5	0.2	0.5	6.6
CCC(C)NC(=O)c1cn(C2CCCC2)cc(C(=O)NCC(F)(F)F)c1=O (centres undefined)	-2.5	0.0	-0.6	-10.8

The list goes on, starting with the last 2 of the part before.
molecule	TEAD-YAP inh	FBW7 act	GPR151 activ	MITF primary
CC1=C(C(=O)OC2CCCCC2)C(c2ccc(Cl)cc2)n2nnnc2N1 (centres undefined)	8.5	0.2	0.5	6.6
CCC(C)NC(=O)c1cn(C2CCCC2)cc(C(=O)NCC(F)(F)F)c1=O (centres undefined)	-2.5	0.0	-0.6	-10.8
CC1(C)Cc2c(sc3nc(-c4cc5ccccc5o4)n(N)c(=O)c23)CO1	-11.6	-0.2	6.4*	2.2
COC(=O)C1=C(C)NC2=C(C(=O)CC(c3ccc(OC)c(OC)c3)C2)C1c1cccc(Cl)c1Cl (centres undefined)	6.5	0.2	-0.4	10.6
CCOC(=O)CCN1C(=O)c2ccccc2S1(=O)=O	-5.5	-1.0	-0.4	3.5
COc1ccc(CNC(=O)CCn2c(=O)[nH]c3ccccc3c2=O)cc1	-4.9	1.2	-0.5	2.1
CN(C)CC(=O)N1c2ccccc2CCc2ccc(NC(N)=S)cc21	-1.1	0.0	1.1	-3.8
O=C(Nc1ccc(I)cc1)c1scc2c1CCCC2	-64.7	0.2	2.5	6.1
CC(C)N1CCC(N2CCN(Cc3cccc4ccccc34)CC2CCO)CC1 (centres undefined)	-2.5	0.0	0.3	10.6
O=C(Cn1cnc2scc(-c3ccccc3)c2c1=O)NCc1cccnc1	-4.3	-0.2	-0.9	-12.5
Cc1cc(C)c(C(=O)NCC2CCC3(CCN(Cc4cccnc4)CC3)O2)[nH]1 (centres undefined)	5.1	0.1	-0.9	2.0
O=C(Nc1ccccc1)C1CCN(c2ccc(Nc3nccc4ccccc34)nn2)CC1	-11.0	-0.2	1.2	5.3
Cc1ccc(-n2c(C=C3C(=O)Nc4ccc(Br)cc43)nc3ccc(I)cc3c2=O)cc1	-4.9	-0.1	0.5	-3.9
Cn1c2c(c(=O)n(C)c1=O)C(c1ccc(F)cc1)C(C#N)=C(N)O2 (centres undefined)	-7.7	0.0	0.2	6.3
CCOc1cccc2cc(C(=O)NC(C)=O)c(=Nc3ccccc3OC)oc12	-18.5	0.0	-0.5	4.5
CCC(CC)C(=O)Nc1cccc(Br)c1	-3.9	0.1	0.6	4.3
N#CCCn1cc(C(=O)N2CCCCC2)c(-c2cccs2)n1	-2.5	0.3	-2.3	19.4
Cn1ccc2cc(-c3cc(NCc4nc5ccccc5[nH]4)nc(N)n3)ccc21	3.6	-0.1	0.9	20.7
CCc1c(C)nc(SCC(=O)NC2CCCC2)[nH]c1=O	5.0	-0.1	1.0	-2.1
Cc1ccsc1CCNC(=O)CCc1nnc2ccc(N3CCC(C)CC3)nn12	-12.2	0.2	1.0	11.4
Cc1cc(I)ccc1N=Cc1nc(-c2ccc(Cl)cc2)oc1O	6.9	0.0	-0.4	-11.3
CC(C)Cn1c(N)c(C=O)c(=O)n(C)c1=O	0.1	0.0	1.3	-2.6
COC(=O)C(C)Oc1ccc2c(C)cc(=O)oc2c1 (centres undefined)	8.6	0.0	1.2	-8.4
Cc1ccc(-c2cc(C(=O)OCC(C)C)c3cccc(C)c3n2)cc1	3.6	-0.1	-0.3	-13.1
Cc1[nH]c2ccccc2c1CCNC(=O)/C(=C/c1ccc(Cl)cc1)NC(=O)c1ccc(Br)cc1	1.5	0.0	0.9	15.1
O=C(Nc1nc(-c2ccc(I)cc2)cs1)c1ccc([N+](=O)[O-])s1	-4.0	0.1	1.8	5.8
CN(C1CCCCC1)S(=O)(=O)c1ccc(F)c(C(=O)Nc2cccc(F)c2)c1	8.4	0.7	-0.5	25.6
O=C(Nc1ccc2oc(-c3cccc(Br)c3)nc2c1)c1cccc(Cl)c1	-12.0	-0.2	0.3	-1.3
Cc1ccc(/C(O)=C2\C(=O)C(=O)N(c3nc4ccccc4s3)C2c2ccc(C)cc2)cc1 (centres undefined)	-11.7	-0.2	-1.6	-3.3
CN(C)c1ccc(NC(=O)Cn2c(=O)n(Cc3ccccc3)c(=O)c3ccccc32)cc1	0.7	-0.2	-0.5	-3.7
Cc1ccc(-c2nc(C=Nc3ccccc3Br)c(O)o2)cc1	-3.4	-0.2	1.8	3.8
COc1ccc(-c2nc3n(n2)C(c2ccccc2OC)C(C(N)=O)=C(C)N3)cc1 (centres undefined)	-7.7	-0.1	-1.7	-2.1
CC(C)/C=N/NC(=O)c1cccc(N2CCCC2=O)c1	-20.1	-0.1	0.5	14.1
O=C(NCc1ccc(F)cc1)c1csnn1	7.7	0.2	0.4	2.8
CCOC(=O)c1cccc(-n2cc(NC(=O)Cc3ccccc3)cn2)c1	-6.0	0.1	0.8	-13.9
Nc1ccccc1OS(=O)(=O)c1cccc2nonc12	-11.5	-0.3	-0.2	5.5
Cn1c(=O)c2c(ncn2CC(=O)NCCN2CCOCC2)n(C)c1=O	3.3	0.3	-0.9	-2.3
COC(CNC(=O)c1cc(Nc2cc(C)ccc2C)nc2ccccc12)OC	8.4	0.1	0.5	-4.7
CC(CNC1CCN(c2cccc(NC(=O)C3CC3)c2)CC1)c1ccccc1 (centres undefined)	-6.0	0.0	0.6	4.4
CCCOc1ccc(NC(=O)CC2C(=O)N(c3ccc(Cl)cc3)C(=S)N2CCCN2CCN(CC)CC2)cc1 (centres undefined)	-7.5	0.1	0.3	-8.6
CC(CCn1cccn1)N1CCOc2ccc(C3(O)CCN(C)CC3)cc2C1 (centres undefined)	7.2	0.5	1.8	6.7
CCC(C)c1ccc(NC(=O)c2c(C)c(-c3ccc(Cl)cc3Cl)nc3ccccc23)cc1 (centres undefined)	-0.7	0.3	3.2	-5.8
CC(=O)CSc1nnc(-c2cccc(S(=O)(=O)N3CCCCC3)c2)o1	-1.4	0.0	-1.4	-0.6
CCC(CO)Nc1ccc2ncc(-c3cnn(Cc4ccccc4)c3)n2n1 (centres undefined)	1.5	0.0	-1.1	-24.0
Cc1cc(Br)cc(C)c1NS(=O)(=O)c1cccc([N+](=O)[O-])c1	1.1	-0.1	0.2	10.1
Cn1ncc([N+](=O)[O-])c1C(=O)Nc1ccc(Cl)cc1	17.0	-0.1	0.4	10.4
Cc1ccc2c(nc3s/c(=C/c4ccc(F)cc4)c(=O)n32)c1C	0.9	0.0	-0.3	0.2
CC(=O)Nc1nc(C)c(C(C)(C)C)s1	10.1	0.0	-0.7	4.5
O=C(Nc1cnn(CC(=O)N2CCCCC2CCn2cccn2)c1)c1ccccn1 (centres undefined)	4.2	-0.1	0.4	4.4
CCCCNS(=O)(=O)c1cc2c(cc1C)NC(=O)CO2	4.8	0.1	-0.2	-4.7
COc1cc2nc(CN3CCN(c4ccccc4F)CC3)[nH]c(=O)c2cc1OC	47.9*	-0.1	-1.8	-6.2
NS(=O)(=O)c1ccc(CCNC(=O)CSc2nc3ccsc3c(=O)n2CCCC(=O)NCCc2ccccc2)cc1	2.1	0.2	2.4	1.6
CCC(=O)NC(=S)Nc1ccc(-c2nc3ccccc3o2)c(O)c1	-23.4	-0.1	-0.4	7.6
CCN1c2ncccc2C(=O)NC12CCN(C(=O)C(C)n1ncc3ccccc3c1=O)CC2 (centres undefined)	2.4	0.1	-0.3	2.0
Cn1c(-c2ccccc2)cnc1NCc1cccc([N+](=O)[O-])c1	4.1	-0.1	1.5	44.8
